# Screening results (PubChem)
# Pf growth 48h = P. falciparum growth inhibition at 48 hours (one generation) | P. falciparum luciferase growth in erythrocytes, 48 h | 310,000 compounds, 5.9% hits | Potency, µM (series often up to 28.7 µM), for inactives: at the highest dose activity change, negative = inhibition, usual class: inhibitors; note: potency is the fitted concentration of half-maximal effect; % is set by controls: 0 for no effect and ±100 for the full control effect
#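 A one-generation exposure of luciferase-tagged malaria parasites in RPMI 1640/Albumax erythrocyte culture, 37 C and 5% CO2. Inhibition is inferred from decreased luminescence after adding detection reagent.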
# CHX counter = counter-screen hit for Shiga toxin inhibitors, cycloheximide; cell reporter, cycloheximide protein synthesis inhibition counterscreen; max response, %; 300,000 compounds, 12% hits; AID 2314; in the data active = max response mostly above about 13%, no sharp cut-off; inactive = mostly below about 14%; note: read at 38.3 µM for the half of the compounds with a filed dose; 0% is about no effect
# Shiga inhibitor = blocks Shiga toxin action in Vero cells; Vero cells, Shiga toxin protein synthesis inhibition reporter; inhibition, % at 38.7 µM; 290,000 compounds, 9.2% hits; AID 2315; in the data active = inhibition mostly above about 28%, no sharp cut-off; inactive = mostly below about 43%; note: 0% is about no effect
# Sm TGR inh = S. mansoni TGR enzyme inhibition | AID 485364 | Potency, µM (titrated, usually from 114 µM), inactives show top-dose activity change, negative = inhibition, actives largely listed as inhibitors | 360,000 compounds, 3% hits | Q962Y6 | purified TGR, DTNB reduction, TNB absorbance 405 nm; note: potency is the fitted concentration of half-maximal effect; % is set by controls: 0 for no effect and ±100 for the full control effect; nearly all actives have a fitted effect of over 60% in size
#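 Kinetic colorimetric format: TGR-catalysed, NADPH-driven DTNB reduction monitored via TNB absorbance. Enzyme dispensed at 20 nM; compound exposure 15 min at room temperature before reaction start.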
# Giardia FBPA inh = Giardia lamblia aldolase inhibition | A8B2U2 | purified Giardia FBPA | Potency, µM (series often up to 59.6 µM), for the others: at the top dose activity, negative = inhibition, usual class: inhibitors | 290,000 compounds, 0.71% hits; note: potency is the fitted concentration of half-maximal effect; % is set by controls: 0 for no effect and ±100 for the full control effect; nearly all actives have a fitted effect of over 55% in size
# Target sequence (A8B2U2 whole entry, looked up): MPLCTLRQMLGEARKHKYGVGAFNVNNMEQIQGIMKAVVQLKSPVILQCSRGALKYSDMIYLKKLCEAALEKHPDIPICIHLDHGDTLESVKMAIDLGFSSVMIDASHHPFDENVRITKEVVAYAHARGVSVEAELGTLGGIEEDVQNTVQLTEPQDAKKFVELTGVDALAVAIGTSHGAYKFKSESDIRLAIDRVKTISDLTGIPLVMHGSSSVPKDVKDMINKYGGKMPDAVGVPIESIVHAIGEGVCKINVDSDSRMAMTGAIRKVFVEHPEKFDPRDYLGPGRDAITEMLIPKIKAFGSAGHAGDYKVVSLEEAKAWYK
#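 40 nM FBPA preincubated 10 min at RT with compound (up to 57.5 uM final), then substrate plus GAPDH/TPI/NAD/arsenate coupling and diaphorase/resazurin added. Fluorescence read after 20 min at RT, 525/598 nm.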
# Pf growth 96h = inhibits malaria parasite growth, 96 h; P. falciparum luciferase reporter growth, 96 h; Potency, µM (top dose mostly 28.7 µM), for the others: at the top dose activity change, negative = inhibition, most hits filed as inhibitors; 320,000 compounds, 6.9% hits; AID 504834; note: potency is the fitted concentration of half-maximal effect; % is set by controls: 0 for no effect and ±100 for the full control effect
#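 Two parasite generations (96 h, 37 C, 5% CO2) of compound exposure in infected erythrocytes (0.05% parasitemia, 2% hematocrit). Luciferase-reporter P. falciparum; decreased luminescence indicates inhibited growth, aimed at apicoplast-acting delayed death.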
# The depositor's hits bear a star; ? = inconclusive; · = not tested or not shown; & = joins results of further samples; [ ] = dose if it differs, or a comment. Unless noted, calls come from the whole dose curve; as a rule, active = well fitted curve in the direction sought with a large enough effect; inconclusive = small, poorly fitted or top-dose-only effect, or another doubt; inactive = no such curve, though single readings can be large; an effect the other way counts as inactive or inconclusive.
SMILES,Pf growth 48h,CHX counter,Shiga inhibitor,Sm TGR inh,Giardia FBPA inh,Pf growth 96h
O=S(=O)(NCCc1csc(-c2cccnc2)n1)c1ccc(Cl)s1,·,-6,-13,-18%,-4%,?
COc1ccc(NC(=O)Nc2ccc3oc(C)nc3c2)cc1,87%[activator],30*,67*,36%[activator],-6%,?
COc1ccccc1OCCOCCOc1ccc(C)cc1[N+](=O)[O-],-7%,-1,-13,4%,0%,?
CCOC(=O)C1=C(COC(=O)/C=C/c2cccc(Br)c2)NC(=O)NC1C (stereo not drawn),?,·,·,-11%,·,-26%
CCCOc1ccc(-c2nnn(CC(=O)c3ccc4c(c3)OCCO4)n2)cc1,?,-2,-3,1%,-8%,7.4µM*
Cc1cccc2c1N(CCOc1ccccc1)C(=O)C2=O,0%,8,-13,6%,-17%,?
CCn1c(SCC(=O)Nc2cc(OC)ccc2OC)nc2c(c1=O)SCC2,?,5,-19,-2%,·,-19%
O=[N+]([O-])c1ccc(-c2cn(-c3ccccc3F)c(=S)[nH]2)cc1,66%[activator],42*,131*,13%,1%,?
O=C(N/N=C/c1ccc(-c2ccccc2[N+](=O)[O-])o1)c1cncc(Br)c1,2%,1,-2,-14%,?,14%
COCCn1c(SCC(=O)Nc2cc(C)on2)nc2cc(Cl)ccc2c1=O,?,·,·,-17%,·,?
Cc1ccc(SC[C@H](c2ccccc2)N2CCN(CC(C)C)CCC2=O)cc1,?,19,11,32µM*,7%,?
CCOc1ccc(C(CC(=O)O)NC(=O)Cc2ccccc2)cc1OC (stereo not drawn),16%,-1,-4,-8%,12%,31%[activator]
CSCCC(NC(=O)c1ccc([N+](=O)[O-])cc1Cl)C(=O)OCC(=O)NCCCc1ccccc1 (stereo not drawn),28%,1,-25,-17%,-2%,38%[activator]
CC1CC(C)CN(C(=O)CSc2nnc(N)s2)C1 (stereo not drawn),-24%,-2,-5,-7%,-1%,40%[activator]
COCCNC(=O)CN(c1cccc(OC)c1)S(=O)(=O)c1ccc(C)cc1,-16%,-3,-14,1%,7%,·
O=C1CN(CC(=O)Nc2cccc(Cl)c2Cl)c2ccccc2N1,-9%,7,2,50µM*,-12%,-1%
COc1ccc(OC)c(S(=O)(=O)N(C)CC(=O)N2CCN(c3cccc(Cl)c3)CC2)c1,?,0,-9,-6%,0%,8%
CCC(C)NC(=O)CSc1nc2c(sc(=S)n2-c2cc(Cl)ccc2OC)c(=O)[nH]1 (stereo not drawn),-10%,1,-11,8%,-3%,-13%
C=CCn1c(C)cc(C(=O)CN2C(=O)c3ccccc3S2(=O)=O)c1C,?,·,·,-10%,·,-35%
O=C1CC(N2CCC(c3nc4ccccc4s3)CC2)C(=O)N1Cc1ccccc1 (stereo not drawn),·,-3,-4,?,4%,13%
c1cc(CNCCc2ccc3c(c2)OCO3)ccn1,-8%,-3,·,45µM*,?,12µM*
NC(=O)CN(Cc1ccccc1)S(=O)(=O)c1ccc2c(c1)OCCO2,4%,-9,7,-1%,5%,-17%
O=C(COC(=O)CSc1ccc(F)cc1)NCC1CCCCC1,14%,-2,1,-6%,17%,23%
CC(=O)Oc1cccc(C(=O)O)c1OC(C)=O,-5%,·,·,·,6%,10%
COc1cc2c(cc1NC(=O)C1CCCO1)oc1ccccc12 (stereo not drawn),150%[activator],50*,134*,-5%,-10%,·
Cc1ccc(S(=O)(=O)CCc2nnc(NC(=O)c3cnccn3)s2)cc1,2%,1,-7,3%,17%,40%[activator]
Cc1c(CCO)c(=O)[nH]n1S(=O)(=O)c1ccc(Cl)cc1Cl,-9%,-2,-12,-35%,5%,31%[activator]
O=C(Nc1cscc1S(=O)(=O)c1ccccc1)c1ccccc1Cl,-16%,6,9,-2%,-4%,3%
O=C(Cc1ccc(F)cc1)NCc1cccnc1,26%,-2,-6,0%,2%,?
CCOC(=O)c1cccc(NC(=O)CSc2nc3cccnc3n2C)c1,?,2,-5,-22%,5%,?

# Full records as entered above. Screens in order: Pf growth 48h, CHX counter, Shiga inhibitor, Sm TGR inh, Giardia FBPA inh, Pf growth 96h
# COCCNC(=O)CN(c1cccc(OC)c1)S(=O)(=O)c1ccc(C)cc1 in the list: -16%, -3, -14, 1%, 7%, ·
# CC1CC(C)CN(C(=O)CSc2nnc(N)s2)C1 (stereo not drawn) in the list: -24%, -2, -5, -7%, -1%, 40%[activator]

# Carrying on.
SMILES,Pf growth 48h,CHX counter,Shiga inhibitor,Sm TGR inh,Giardia FBPA inh,Pf growth 96h
CC1CCN(C(=O)C2CCCCN2S(=O)(=O)c2cccc([N+](=O)[O-])c2)CC1 (stereo not drawn),-18%,1,-3,·,4%,0%
O=C(CSC1=NS(=O)(=O)c2cc(Cl)ccc2N1)NCCc1ccccc1,4%,·,·,-9%,·,14%
CCOc1ccc(Br)cc1S(=O)(=O)Nc1nc(CN2CCOCC2)nc2sc(C)c(C)c12,-1%,-2,-12,-1%,-2%,1%
Cc1ccc(CC(=O)Nc2nc3ccccc3[nH]2)cc1C,?,28,41,2%,1%,?
COc1ccc(NCC(=O)N/N=C/c2cc([N+](=O)[O-])ccc2N2CCCC2)cc1,2%,9,12,-2%,-28%,-7%
COc1ccc(NS(=O)(=O)c2ccc(NS(=O)(=O)c3cccs3)cc2)c(OC)c1,1%,-4,-8,-11%,11%,11%
COc1cc(C(=O)NCc2nnc(SCC(=O)Nc3nc4ccccc4s3)o2)cc(OC)c1OC,1%,14*,46*,-7%,16%,?
Cc1ccc(S(=O)(=O)N2CCN(c3ccc(N4CCOCC4)nn3)CC2)cc1[N+](=O)[O-],?,·,·,2%,·,?
CC(C)(C)C(=O)NC(NC(=O)C(C)(C)C)c1ccc([N+](=O)[O-])cc1,-2%,-6,1,-5%,6%,-12%
COc1ccc(CNC(=O)C/C(C)=N/NC(=O)c2ccc(OC)cc2OC)cc1,4%,14,47*,-18%,5%,-2%
COc1ccc(NC2=NCCCS2)cc1OC,34%,-3,18,-5%,·,20%
Cc1ccc(S(=O)(=O)c2nc(NCc3ccc4c(c3)OCO4)sc2Cl)cc1,-25%,-3,-21,-6%,4%,?
C=C(Nc1ccc(OCC)cc1)Nc1ccc(OCC)cc1,-6%&-6%,-5,-6,·,-7%,-5%&16%
COc1ccc(NC(=O)N(CCC(C)C)C(C)c2ccccn2)c(OC)c1 (stereo not drawn),·,3,-9,-32%,-23%,-19%
O=C(Nc1nccs1)c1cccc(NC(=O)C2CC2)c1,-15%,9,13,5%,5%,13µM*
COc1ccc(S(=O)(=O)N2CCOC2CNC(=O)C(=O)NCC(C)C)cc1OC (stereo not drawn),-4%,-2,-15,0%,·,?
CN(CCCC(=O)Nc1ccncc1)S(=O)(=O)c1ccc(Cl)cc1,?,1,-2,-4%,-1%,245%[activator]
Cc1ccc(S(=O)(=O)NN2C(=O)/C(=C/c3cccnc3)SC2=S)cc1,19%[0.00184 µM],-6,-3,?,?,8%
O=S(=O)(N1CCCCC1)n1c(Cc2ccccc2)nc2ccccc21,12µM*,8,-3,16%,8%,·
COc1ccc(-c2cc(C(=O)Nc3ccc4c(c3)OCO4)no2)cc1OC,12%,14,13,-10%&-3%,10%,159%[activator]
COc1cc(Br)c(S(=O)(=O)Nc2c(C)n(C)n(-c3ccccc3)c2=O)cc1OC,-14%,12,-13,-2%,1%,·
O=C(CSc1nc(=O)n(CCCN2CCOCC2)c2c1CCC2)Nc1ccccc1F,12%,·,·,0%,·,12%
Cc1cccc(NC2=NC(=S)N(c3cccc(C(=O)O)c3)C23CCCCC3)c1,-3%,14,26,·,-1%,-22%
Cc1nc2ccccc2cc1O,15%,5,18,2%,-4%,·
Cc1cc(OCC(=O)N(C)Cc2ccccc2)ccc1Br,74%[activator],34*,56*,7%,4%,?
CC(C)NC(=S)N/N=C/C1=CCC2CC1C2(C)C (stereo not drawn),13µM*,-7,-16,-9%,0%,?
Cc1cc(=O)oc2cc3c(cc12)CCCN3,59%[activator],19*,27,-10%,-7%,56%[activator]
CC[C@H](C)[C@H](NS(=O)(=O)c1ccc(C)cc1)C(=O)N1CCC(C(=O)N[C@@H](C)C(=O)O)CC1,17%,-3,-2,3%,2%,?
C/C=C/COC(=O)c1[nH]c2c(c1C)C(=O)CC(c1ccc(N(C)C)cc1)C2 (stereo not drawn),?,23*,20,-19%,-21%,17%
CC(C)(C)C(=O)/C(C#N)=c1\s/c(=C\c2ccncc2)c(=O)n1CCCN1CCOCC1,-12%,-4,-12,-14%,-6%,7%
Cc1c(C(=O)Nc2ccccn2)sc2nc3n(c(=O)c12)CCC3,199%[activator],43*,77*,-5%,·,244%[activator]
N/C(=N\OC(=O)c1ccco1)c1cccnc1,44%[activator],34*,109*,·,2%,63%[activator]
CCOC(=O)c1c(NC(=O)Cn2nc([N+](=O)[O-])c(Br)c2C)sc2c1CCC(C)C2 (stereo not drawn),-27%,1,-10,-3%,0%,0.013µM*
Cc1cccc(NC(=O)c2cccc(S(=O)(=O)Nc3ccccc3C(=O)O)c2)c1,-24%,6,·,-3%,-8%,?
Cc1ccccc1-n1nc(C(=O)c2cccs2)cc(-c2nc3ccccc3[nH]2)c1=N,3.7µM*,-2,8,?,?,?
O=C(c1cccs1)N1CCN(c2nc3ccc([N+](=O)[O-])cc3s2)CC1,0%,·,·,-3%,·,-1%
Cc1cc(CSC(=N)N)c(CSC(=N)N)cc1C,?,-4,-5,-4%,-16%,-107%
CC1CCCN(C(=O)C23CCC(C)(C(=O)C2)C3(C)C)C1 (stereo not drawn),8%,-1,11,-3%,-1%,9.3µM*
COC(=O)C(c1ccccc1)C1(O)CC(C)N(C)CC1C (stereo not drawn),21%,-1,-2,-12%,9%,9%
CC(=O)N1c2ccc(S(=O)(=O)N3CCC(C(=O)N4CCCC(C)C4)CC3)cc2CC1C (stereo not drawn),?,-2,-14,-21%,3%,?
COCCN(C(=O)/C=C/c1cccc([N+](=O)[O-])c1)c1c(N)n(Cc2ccccc2)c(=O)[nH]c1=O,37%[activator],-2,-9,-3%,4%,-17%
O=C(COC(=O)c1cc(S(=O)(=O)N2CCCC2)ccc1O)NCc1ccccc1,9%,·,·,-3%,·,3%
COc1c(C)cc(C(=O)C2CCCN(C(=O)c3ccc4cc[nH]c4c3)C2)cc1C (stereo not drawn),?,-3,-5,-2%,2%,?
COc1ccc(C(=O)Nc2ccccc2C(=O)NC(Cc2c[nH]c3ccccc23)C(=O)O)cc1 (stereo not drawn),?,1,-2,-3%[57.1 µM],-4%,-27%
O=C(O)CN1C(=O)C2C3C=CC(C3)C2C1=O (stereo not drawn),14%,-3,-10,8%,22%,61%[activator]
OCC1(CCCc2ccccc2)CCN(Cc2ccc(F)cc2)CC1,-19%,-2,-11,5%[57.1 µM],6%,-23%
COc1ccccc1CNC(=O)/C=C/c1ccc(Br)o1,3%,7,-9,2.2µM*,?,?
O=C(O)CCCCCCC1C(=O)NC(=O)N1CCC(O)C1CCCCC1 (stereo not drawn),20%,2,16,1%,-3%,-11%
CCn1ncc(Br)c1C(=O)Nc1ncc(C)s1,37%[activator],27,69*,2%,-4%,138%[activator]
CCSC(C)CC1CC(=O)CC(=O)C1 (stereo not drawn),15%,-1,-10,-2%,1%,-9%

# A different layout for part of the listing above:
> COCCN(C(=O)/C=C/c1cccc([N+](=O)[O-])c1)c1c(N)n(Cc2ccccc2)c(=O)[nH]c1=O
  Pf growth 48h: 37%[activator]	CHX counter: -2	Shiga inhibitor: -9	Sm TGR inh: -3%	Giardia FBPA inh: 4%	Pf growth 96h: -17%
> O=C(COC(=O)c1cc(S(=O)(=O)N2CCCC2)ccc1O)NCc1ccccc1
  Pf growth 48h: 9%	CHX counter: ·	Shiga inhibitor: ·	Sm TGR inh: -3%	Giardia FBPA inh: ·	Pf growth 96h: 3%
> O=C(O)CCCCCCC1C(=O)NC(=O)N1CCC(O)C1CCCCC1 (stereo not drawn)
  Pf growth 48h: 20%	CHX counter: 2	Shiga inhibitor: 16	Sm TGR inh: 1%	Giardia FBPA inh: -3%	Pf growth 96h: -11%
